Screening data: PubChem, several laboratories
Mac1 fbg enh: enhancers of human CD11b/CD18 binding to fibrinogen; K562 CD11b/CD18 adhesion to fibrinogen, ATPlite luminescence; activation, % at 10 µM; 93,000 tested, 0.07% active;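 active = 10 µM primary screen giving 50% or more activity, confirmed by 40% or more on retest at that dose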; also: strong numbers were not always called active
CYP2C19 activ: cytochrome P450 2C19 (human) activation. P33261. recombinant CYP2C19, luciferin-H EGE luminescence; active compounds read high; 0 = fully inhibited enzyme, 1 = untreated enzyme. activation factor at 5 µM. 96,000 tested, under 10 active;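 active = activation factor of at least 2 at 5 µM in the primary screen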;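 also: 0 = wells with 2.5 mM tranylcypromine and 1 = vehicle-only wells; values of inactives mirror those of a sister screen read the other way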
Target sequence (P33261 whole entry, looked up): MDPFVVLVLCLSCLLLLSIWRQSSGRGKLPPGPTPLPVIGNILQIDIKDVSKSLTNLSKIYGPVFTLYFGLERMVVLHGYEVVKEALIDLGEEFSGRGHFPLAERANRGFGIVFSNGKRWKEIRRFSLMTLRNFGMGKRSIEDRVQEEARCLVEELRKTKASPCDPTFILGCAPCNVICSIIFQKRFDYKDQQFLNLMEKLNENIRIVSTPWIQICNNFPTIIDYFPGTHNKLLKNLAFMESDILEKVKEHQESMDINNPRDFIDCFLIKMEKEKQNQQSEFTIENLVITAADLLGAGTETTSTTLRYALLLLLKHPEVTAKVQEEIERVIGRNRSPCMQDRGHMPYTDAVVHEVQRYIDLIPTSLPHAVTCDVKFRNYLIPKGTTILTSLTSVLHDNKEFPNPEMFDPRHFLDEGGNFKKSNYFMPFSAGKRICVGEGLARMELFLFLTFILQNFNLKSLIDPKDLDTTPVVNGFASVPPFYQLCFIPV
ERa SRC1 inh: blocks coactivator binding to human estrogen receptor alpha; TR-FRET ER-alpha LBD / SRC-1 peptide, estradiol-bound; inhibition, % at 25.6 µM; 86,000 tested, 1.7% active; in the data active = inhibition above about 50%;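 also: 0% = receptor plus peptide control and 100% = peptide only without receptor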
Target sequence (P03372 whole entry, looked up, the tested form may be a part): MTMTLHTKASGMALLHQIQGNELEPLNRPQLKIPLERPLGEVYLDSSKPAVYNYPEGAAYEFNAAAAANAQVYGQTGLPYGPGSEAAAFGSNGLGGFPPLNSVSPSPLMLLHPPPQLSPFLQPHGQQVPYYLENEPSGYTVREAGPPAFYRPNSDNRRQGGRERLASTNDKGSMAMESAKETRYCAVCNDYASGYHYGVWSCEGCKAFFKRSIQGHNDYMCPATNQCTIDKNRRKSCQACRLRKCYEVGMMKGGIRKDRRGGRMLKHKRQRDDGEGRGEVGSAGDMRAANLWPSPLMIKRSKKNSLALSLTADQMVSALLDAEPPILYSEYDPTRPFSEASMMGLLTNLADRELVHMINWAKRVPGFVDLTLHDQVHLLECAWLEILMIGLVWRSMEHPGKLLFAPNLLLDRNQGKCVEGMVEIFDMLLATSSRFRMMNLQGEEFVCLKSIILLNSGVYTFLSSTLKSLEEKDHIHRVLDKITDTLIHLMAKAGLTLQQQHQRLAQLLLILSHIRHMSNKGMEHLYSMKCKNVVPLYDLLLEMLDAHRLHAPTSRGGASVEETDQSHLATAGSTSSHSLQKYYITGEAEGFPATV
CYP2C19 inhib: human CYP2C19 inhibition | CYP2C19 Supersomes, luciferin-H EGE luminescence, 30 min | inhibition, % at 5 µM | 96,000 tested, 21% active;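 active = CYP2C19 inhibition above a set limit at 5 µM in the primary screen, cut at about 50% in these data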;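 also: plate controls were negative control wells for no effect and 2.5 mM tranylcypromine positive control for full effect; values of inactives mirror those of a sister screen read the other way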
CD11b adhes inh: blocks human CD11b/CD18 adhesion to fibrinogen; P05107+P11215; K562 CD11b/CD18 adhesion to fibrinogen, ATPlite luminescence; Mn2+ added to activate the integrin; 93,000 tested, 0.54% active; AID 1497; inhibition, % at 10 µM;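 active = primary inhibition of 50% or more at 10 µM, then 40% or more on retest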; also: some results filed as inactive read as strong as hits
H69AR inhibit: growth inhibitors of human H69AR lung tumor cells; H69AR lung tumor viability, ATP luminescence, 72 h; active compounds read low; viability, % at 10 µM; 85,000 tested, 6% active;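 active = viability at or below 40%; inactive = viability above 40%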;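 also: multidrug resistant small cell line overexpressing MRP-1 efflux transporter; 100% = mean luminescence of untreated control wells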
ERa coact pot: enhances coactivator binding to human estrogen receptor alpha | P03372 | TR-FRET ERalpha-LBD/SRC-Cy5 coactivator binding, 2 h; 100 = basal binding, no effect | coactivator binding (% of control), % at 25.6 µM | 86,000 tested, 1.3% active | AID 639; in the data active = activity above about 200%;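 also: binding measured in presence of low estradiol as agonist stimulus; 0% = peptide alone without receptor and 100% = receptor with peptide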
Fibroblast inh: blocks proliferation of human lung fibroblasts | LL 47 human lung fibroblast viability, ATP luminescence; active compounds read low | viability, % at 10 µM | 85,000 tested, 1.1% active;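 active = viability at or below 50% in the single dose screen; inactive = viability above 50%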;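 also: compound exposure lasted 72 h before the ATP readout; 100% = median luminescence of untreated cell-only wells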
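Assay system: human lung fibroblast line LL 47, low passage. Input: 1,150 fibroblasts seeded per well. Times: overnight cell rest, 72 h compound treatment at 37 °C. Evaluation: % viability of median cell-only signal. Technique: luminescent ATP detection, CellTiter-Glo. Control set: cell-only wells, no compound.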
HUVEC prolif 384: blocks proliferation of human endothelial cells | HUVEC proliferation, CellTiter-Glo luminescence, 72 h; active compounds read low | viability, % at 10 µM (by protocol) | 86,000 tested, 1.1% active | AID 648;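 active = viability at or below 30%; inactive = viability above 30%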;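 also: 100% = median luminescence of DMSO-only cell control wells on each plate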
The depositor's hits bear a star; nt = no result given; [ ] = remark or other dose.

SMILES	Mac1 fbg enh	CYP2C19 activ	ERa SRC1 inh	CYP2C19 inhib	CD11b adhes inh	H69AR inhibit	ERa coact pot	Fibroblast inh	HUVEC prolif 384
CN(C)C(=O)Oc1c(Cl)cc(Cl)c2ccccc12	-1.4	0.7	-1.2	31.8	25.1	102.3	111.0	95.8	109.7
CC(=O)N1N=C2C3CCN(CC3)C2C1c1ccccc1 (centres undefined)	-4.8	1.2	nt	-17.7	3.5	nt	nt	nt	nt
CN1CCN(C(=O)COc2ccc(-c3nc4ccccc4s3)cc2)CC1	-6.4	1	-0.5	3.2	93.4*	61.4	87.0	78.1	67.3
CN1C(=O)N(C)C(=O)C(CCc2ccncc2)(Cc2ccc3c(c2)OCO3)C1=O	-4.1	0	-7.0	98.8*	6.2	94.8	103.8[fluorescence artefact?]	97.5	98.8
CCn1nc(-c2cccs2)nc2c(=O)n(C)c(=O)nc1-2	-0.7	0	nt	98.7*	62.8*	nt	nt	nt	nt
CC(NC(=O)Oc1ccccc1)C(c1cccs1)N1CCOCC1 (centres undefined)	nt	nt	-20.9	nt	nt	74.5	105.4	99.5	89.5
COc1ccc(CCn2c(O)c(C=NCc3ccc4c(c3)OCO4)c(=O)[nH]c2=O)cc1OC	50.6	0.9	-11.8	6.2	-10.7	98.1	116.4	95.8	103.8
Cc1ccc(S(=O)(=O)Nc2cc(C(=O)N3CCC4(CC3)OCCO4)ccc2N2CCCCC2)cc1	2.3	0.5	-3.9	54.3*	14.4	81.4	111.0	98.3	93.9
CCc1nc(N2CCNCC2)c(C#N)c2c1CSC(C)(C)C2	-0.9	0.5	-3.8	48.3	3.8	90.7	97.5	90.2	86.0
C1=C(CCNCc2ccccc2)CCCC1	4.8	0.3	nt	70.2*	-0.5	nt	nt	nt	nt
CC(=O)C1C2c3ccccc3OC1(C)N=c1s/c(=C/c3cnn(C)c3)c(=O)n12 (centres undefined)	0.4	0.9	-45.4[fluorescence artefact?]	5.8	-14.5	85.1	97.2	90.5	91.6
Nc1c(C(=O)OCC2CCCO2)c2nc3ccccc3nc2n1Cc1cccs1 (centres undefined)	0.1	0.6	8.6[fluorescence artefact?]	41.0	13.9	38.5*	101.2	97.3	59.7
CC(=NCc1ccco1)c1c(O)n(-c2ccccc2)c(=O)[nH]c1=O	0.3	0.4	0.0	56.5*	4.8	91.4	92.7[fluorescence artefact?]	112.0	92.0
CCN1CCN(Cc2cc(Br)ccc2O)CC1	-1.4	0.8	15.2	21.5	-0.4	94.1	104.7	106.9	99.3
Cc1nn(C2CCOC(C)(C)C2)c2c1C(c1ccc(OC(C)C)cc1)SCC(=O)N2 (centres undefined)	nt	1.1	17.5	-8.1	nt	87.2	107.6	103.3	99.5
NC(=O)CN1CC(c2ccccc2)CC1=O (centres undefined)	-4.6	1	0.8	-2.8	-15.6	93.1	151.2	105.0	90.7
COc1ccc(N=C(C)c2c(O)n(C)c(=O)n(C)c2=O)c(OC)c1	-0.2	0.9	-4.3[fluorescence artefact?]	9.8	6.8	92.0	117.8[fluorescence artefact?]	102.2	96.4
Cc1ccccc1-c1nc(CS(=O)CC(=O)N2CCC3(CC2)OCCO3)c(C)o1 (centres undefined)	1.8	0.9	-8.6[fluorescence artefact?]	14.7	5.9	86.4	111.1	100.5	96.9
ON1C2CCCCC2N(O)C1c1ccccc1F (centres undefined)	-3.2	1.1	-8.3	-8.2	-0.1	83.7	105.7	97.6	102.6
Cc1cc(C(=O)N2CCC3(CC2)OCCO3)cs1	-1.0	0.3	-9.1	74.1*	-35.2	nt	109.9	102.7	99.7
c1ccc(C2=NP(N3CCOCC3)(N3CCOCC3)=NC(N3CCOCC3)=N2)cc1	-1.1	1.1	-8.3	-6.5	-7.8	90.9	117.7	91.5	101.9
CCN(CC)CCN=C(C)c1c(O)n(-c2ccccc2OC)c(=O)[nH]c1=O	-0.3	0.9	-5.7	9.4	-2.7	96.8	120.7	105.8	90.5
CC(=NCCN1CCCCC1)c1c(O)n(-c2ccc(Cl)cc2)c(=O)[nH]c1=O	-3.1	0.9	-8.6	7.5	-1.0	89.1	110.7	107.7	109.7
Cc1cccn2c(=O)c3c(nc12)N1CCC(Cc2ccccc2)CC1C1(C3)C(=O)N(C)C(=O)N(C)C1=O (centres undefined)	-4.6	0.6	10.3[fluorescence artefact?]	41.5	-6.3	28.8*	88.4	102.6	74.0
C=CCOC(=O)COc1cc(C)cc2oc(=O)c3c(c12)CCC3	-1.6	0.2	-2.5	84.3*	-6.3	86.1	103.3	97.0	90.6
COc1cccc(N2CCN(Cc3cccc(Cl)c3)CC2)c1	3.3	0.1	-3.1	94.8*	-2.4	94.0	88.7[fluorescence artefact?]	94.4	98.5
O=C(c1cccc(N2CCCC2=O)c1)N1CCC2(CC1)OCCO2	2.9	1	0.8	1.9	-7.5	103.5	106.7	94.9	105.6
COc1ccc(N2C(=O)CC(N3CCC(n4c(=O)[nH]c5ccccc54)CC3)C2=O)cc1 (centres undefined)	-3.8	0.8	-3.5	17.5	-31.0	115.9	116.8	93.1	107.2
O=C(c1ccc(CNS(=O)(=O)c2ccccc2)cc1)N1CCC2(CC1)OCCO2	nt	nt	-3.3	nt	nt	106.6	99.0	93.2	106.0
Cc1[nH]c2c(Cl)cccc2c1CCN	nt	0.9	1.1	5.5	nt	21.7*	109.3	96.3	93.2
CC(=O)OC1(Cc2ccccc2)CN2CCC1c1ccccc12 (centres undefined)	1.8	0.3	-1.2	74.3*	1.6	97.7	102.6	100.0	115.4
Fc1ccc2c(c1)nnn2C1CCN(Cc2ccccc2)CC1	3.8	0.7	5.8	33.0	15.6	81.3	109.6	103.0	93.4
N=C1C(c2ccccc2)=C(O)CN1Cc1ccco1	-2.8	1.1	4.2	-7.0	-3.9	91.4	86.7	100.6	92.2
CC(c1ccccc1)n1cncc1C(=O)O (centres undefined)	nt	nt	-22.6	nt	nt	102.6	103.0	94.3	96.9
OCC12COC3c4ccccc4C(OC1)N32 (centres undefined)	-1.4	0.9	-3.9	6.5	-10.2	94.6	119.2	98.3	103.9
C=Cn1ccnc1P(=S)(c1c(C)nn(-c2ccccc2)c1C)c1nccn1C=C	-2.7	0.8	36.3	19.3	5.3	81.9	97.4	100.1	94.9
CCN(CC)C1=NC(=[N+](CC)CC)c2ccccc21	-2.4	1.1	2.4	-14.1	47.2	90.1	115.2	98.7	62.2
NC(=O)CSP(=O)(c1ccccc1)c1ccccc1	3.8	1	-10.1	4.1	5.8	96.2	93.2	107.7	107.9
CC(CCc1ccccc1)NC(C)C(O)c1ccc(O)cc1 (centres undefined)	nt	nt	13.0	nt	nt	86.8	90.3	100.5	92.5
CCN(CC)CCCN=Cc1c(O)n(CCc2ccc(OC)c(OC)c2)c(=O)[nH]c1=O	1.1	1.1	-6.1	-12.5	-6.8	95.8	122.6	96.6	89.4

Profiles, quoted from the list. Values in the order: Mac1 fbg enh | CYP2C19 activ | ERa SRC1 inh | CYP2C19 inhib | CD11b adhes inh | H69AR inhibit | ERa coact pot | Fibroblast inh | HUVEC prolif 384
CCN(CC)C1=NC(=[N+](CC)CC)c2ccccc21 in the list: -2.4 | 1.1 | 2.4 | -14.1 | 47.2 | 90.1 | 115.2 | 98.7 | 62.2
N=C1C(c2ccccc2)=C(O)CN1Cc1ccco1 in the list: -2.8 | 1.1 | 4.2 | -7.0 | -3.9 | 91.4 | 86.7 | 100.6 | 92.2
Fc1ccc2c(c1)nnn2C1CCN(Cc2ccccc2)CC1 in the list: 3.8 | 0.7 | 5.8 | 33.0 | 15.6 | 81.3 | 109.6 | 103.0 | 93.4
O=C(c1ccc(CNS(=O)(=O)c2ccccc2)cc1)N1CCC2(CC1)OCCO2 in the list: nt | nt | -3.3 | nt | nt | 106.6 | 99.0 | 93.2 | 106.0

Reprinted from above for reference:
SMILES	Mac1 fbg enh	CYP2C19 activ	ERa SRC1 inh	CYP2C19 inhib	CD11b adhes inh	H69AR inhibit	ERa coact pot	Fibroblast inh	HUVEC prolif 384
CC(=NCCN1CCCCC1)c1c(O)n(-c2ccc(Cl)cc2)c(=O)[nH]c1=O	-3.1	0.9	-8.6	7.5	-1.0	89.1	110.7	107.7	109.7
Cc1cccn2c(=O)c3c(nc12)N1CCC(Cc2ccccc2)CC1C1(C3)C(=O)N(C)C(=O)N(C)C1=O (centres undefined)	-4.6	0.6	10.3[fluorescence artefact?]	41.5	-6.3	28.8*	88.4	102.6	74.0

Later entries.
SMILES	Mac1 fbg enh	CYP2C19 activ	ERa SRC1 inh	CYP2C19 inhib	CD11b adhes inh	H69AR inhibit	ERa coact pot	Fibroblast inh	HUVEC prolif 384
CCCOC(=O)COc1cc(C)cc2oc(=O)c3c(c12)CCC3	-2.9	0.6	3.4	38.3	6.4	92.5	132.7	95.8	90.5
COc1ccccc1N1CCN(Cc2c(F)cccc2F)CC1	3.3	0.4	-6.0	58.2*	-13.8	96.4	106.6	106.3	109.1
CCOC(=O)C1=C(N)OC2=C(C(=O)CCC2)C12C(=O)Nc1ccccc12 (centres undefined)	-2.0	1.1	8.6	-8.2	-2.6	88.5	103.7	94.1	92.1
CCCCn1c(O)c(C(C)=NCc2cc(OC)cc(OC)c2)c(=O)[nH]c1=O	0.2	0.1	0.6	86.6*	-0.9	67.1	108.2	100.2	78.5
Cc1ccc2c(c1)CC1(CN2C)C(=O)NC(=O)N(c2cccc(C)c2C)C1=O (centres undefined)	1.6	0.9	2.7[fluorescence artefact?]	5.4	-6.5	93.6	96.2	92.8	85.3
COc1ccccc1N1C(=O)NC(=O)C(CCc2ccncc2)(CCc2ccncc2)C1=O	-5.4	0.1	-0.1	90.6*	-3.1	105.1	125.5[fluorescence artefact?]	108.7	100.0
CC1CCN2c3nc4ccccn4c(=O)c3CC3(C(=O)N(C)C(=O)N(C)C3=O)C2C1 (centres undefined)	5.8	1.1	-6.0	-10.1	-5.7	74.6	110.4	94.9	91.0
Cc1cccnc1-n1c(-c2ccco2)nc2ccccc2c1=O	-1.8	0.9	-4.2	8.0	34.0	117.7	93.9	96.9	98.8
COc1ccc(C(=O)CN2CCOCC2)cc1F	-0.2	1	nt	1.2	-4.1	nt	nt	nt	nt
Nc1c(C(=O)NCc2ccco2)c2nc3ccccc3nc2n1Cc1ccc(F)cc1	nt	0.8	41.9	23.3	nt	22.0*	50.4[fluorescence artefact?]	84.8	70.2
CN1C(=O)N(C)C(=O)C2(Cc3c(ccc4ccccc34)N(C)C2)C1=O	-1.4	0.3	1.6	65.7*	-0.3	93.6	103.4	94.2	89.4
Cc1cc(C)n2nc(SCC(=O)N3CCC4(CC3)OCCO4)nc2n1	0.5	1	7.2	1.8	-1.7	nt	124.9	105.2	95.8
O=c1[nH]c(=O)n(CCc2ccc(F)cc2)c(O)c1C=NCCCN1CCOCC1	-0.7	1	1.8	-3.9	-2.7	101.1	115.6	113.9	100.7
COc1cc2[nH]c(=O)n(-c3ccccc3)c(=O)c2cc1OC	3.7	1.1	-15.0	-6.6	-2.2	98.6	100.6	101.9	88.3
CCC(CC)C(=O)NC1CCSC1=O (centres undefined)	-2.1	1	-6.3	-4.0	-0.8	89.7	102.7	92.7	97.2
O=C(c1ccc2nc3ccc(Cl)cc3c(=O)n2c1)N1CCC2(CC1)OCCO2	nt	nt	9.3	nt	nt	92.4	97.9[fluorescence artefact?]	103.7	106.7
CCOc1cc(C2NCc3ccccc3-n3cccc32)ccc1O (centres undefined)	3.7	0.4	2.7	60.8*	-20.4	72.2	107.0	94.9	116.3

These rows are one share of the data; rates above refer to the full screens.
